Compound activity (PubChem BioAssay)
FBW7 activator – activators of human E3 ligase FBW7; Q969H0; AlphaScreen FBW7–phospho-cyclin E peptide binding, activator screen; normalized activity (activation), % at 26.1 µM; 0.13% of 650,000 active; in the data active = normalized activity above about 1.9%;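 also: purified mutant Fbw7 with reduced substrate affinity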
Target sequence (Q969H0 whole entry, looked up): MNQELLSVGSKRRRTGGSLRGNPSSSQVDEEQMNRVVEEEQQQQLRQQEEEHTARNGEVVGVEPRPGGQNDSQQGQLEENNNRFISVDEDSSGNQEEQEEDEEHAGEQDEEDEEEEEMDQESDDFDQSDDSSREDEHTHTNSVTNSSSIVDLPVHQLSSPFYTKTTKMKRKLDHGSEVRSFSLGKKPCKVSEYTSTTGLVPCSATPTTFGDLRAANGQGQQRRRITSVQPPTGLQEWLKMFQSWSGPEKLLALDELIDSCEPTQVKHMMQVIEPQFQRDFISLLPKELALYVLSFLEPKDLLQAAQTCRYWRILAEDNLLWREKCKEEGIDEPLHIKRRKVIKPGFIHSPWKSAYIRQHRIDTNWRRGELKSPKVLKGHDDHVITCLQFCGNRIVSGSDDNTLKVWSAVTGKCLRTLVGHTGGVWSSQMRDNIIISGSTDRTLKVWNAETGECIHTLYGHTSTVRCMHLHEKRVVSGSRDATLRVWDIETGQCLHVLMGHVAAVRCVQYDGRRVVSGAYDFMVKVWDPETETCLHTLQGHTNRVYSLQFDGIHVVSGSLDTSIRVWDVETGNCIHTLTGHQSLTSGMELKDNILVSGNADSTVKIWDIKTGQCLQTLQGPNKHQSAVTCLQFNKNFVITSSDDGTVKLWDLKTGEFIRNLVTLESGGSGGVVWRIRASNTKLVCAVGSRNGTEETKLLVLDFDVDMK
GPR151 activ – human GPR151 activation; Q8TDV0; activation, % at 11.2 µM; 1% of 650,000 active; AID 1508602; PathHunter beta-arrestin GPR151 cells, luminescence; in the data active = activation above about 4.9%;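 also: 0% = median of compound wells and 100% = cells with positive control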
Target sequence (Q8TDV0 whole entry, looked up): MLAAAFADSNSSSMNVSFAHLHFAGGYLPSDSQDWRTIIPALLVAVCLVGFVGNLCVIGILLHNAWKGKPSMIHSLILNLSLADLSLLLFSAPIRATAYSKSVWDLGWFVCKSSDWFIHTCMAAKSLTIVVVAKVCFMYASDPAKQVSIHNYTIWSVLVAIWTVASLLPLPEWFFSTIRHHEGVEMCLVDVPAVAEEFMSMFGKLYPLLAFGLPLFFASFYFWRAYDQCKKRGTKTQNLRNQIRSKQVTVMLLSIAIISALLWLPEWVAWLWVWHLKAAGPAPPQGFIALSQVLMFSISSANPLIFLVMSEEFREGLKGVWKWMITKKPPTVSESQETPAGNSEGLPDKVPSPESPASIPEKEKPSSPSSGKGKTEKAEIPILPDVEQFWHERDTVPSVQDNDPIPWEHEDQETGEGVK
MITF primary – inhibitors of human MITF; AlphaScreen MITF homodimerization, bead proximity signal; 0.91% of 650,000 active; inhibition, % at 2.6 µM; in the data active = inhibition above about 50%;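 also: 0% = vehicle wells with protein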
TEAD-YAP block – TEAD-YAP interaction inhibition; HEK-TIYL cells, TEAD-Gal4/YAP UAS-luciferase luminescence; inhibition, % at 9.12 µM; 1.4% of 640,000 active; AID 1259422; in the data active = inhibition above about 32%;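 also: 0% = median of test compound wells and 100% = reference inhibitor wells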
Starred values were filed as active, the others as inactive; & = joins results of further samples.

SMILES	FBW7 activator	GPR151 activ	MITF primary	TEAD-YAP block
CCc1ccc(OCC(=O)N/N=C2\CC(=O)c3ccccc32)cc1	0.2	1.6	22.9	2.5
O=[N+]([O-])c1ccc(CN2CCC(N3CCN(c4ccccc4)CC3)CC2)cc1	0.6	-2.1	78.4*	17.1
Cc1cc(NC(=O)C2CCCO2)ccc1Br (stereo not given)	0.1	-1.1	2.4	-4.9
CN(C)CCN1CC(O)=C(c2nc3ccccc3s2)C1=N	-0.1	0.7	-2.0	5.4
CC1(C)CC(=O)N(CC(=O)NCc2ccco2)c2ccccc2S1(=O)=O	-0.1	0.7	-2.0	5.1
Cn1cccc1C(CNC(=O)c1cc2ccccc2oc1=O)N1CCCC1 (stereo not given)	0.3	0.5	22.5	-11.2
C=CCSc1nc2sc3c(c2c(=O)n1-c1ccc(OC)cc1)CCC(C(C)(C)C)C3 (stereo not given)	-0.1	1.7	0.3	8.8
O=C(Nc1ccc(N2CCOCC2)cc1)c1cccc(Nc2ccc(-n3ccnc3)cc2)n1	-0.2	-0.6	39.3	4.3
Cn1c(N)c(C(=O)CN2C(=O)c3ccc([N+](=O)[O-])cc3C2=O)c(=O)n(C)c1=O	0.1	0.0	1.3	3.1
O=C(NCCC(=O)c1ccc(F)cc1)Nc1ccncc1	-0.1	-0.4	-7.5	-4.1
COc1ccc(NC(=O)c2ccc(Cl)cc2)c[n+]1[O-]	0.2	-0.8	4.1	3.8
COc1ccc(S(=O)(=O)NCC2CCCN(C(=O)C3CCCC3)C2)cc1 (stereo not given)	0.1	0.3	-3.0	8.3
Cn1nc(C(=O)Nc2ccc(Cl)cn2)c2c1-c1ccccc1OC2	-0.1	4.6	-4.3	-13.8
N#CCN(CC#N)S(=O)(=O)c1ccccc1	-0.2	0.0	3.5	4.5
O=C(c1ccccc1)N(Cc1ccco1)C1CCS(=O)(=O)C1 (stereo not given)	-0.1	2.6	-1.4	-3.5
COC(=O)c1ccc(C(=O)OC)c(NC(=O)c2cccnc2)c1	0.1	0.1	4.2	4.3
CCOC(=O)C(F)(F)C(O)NC(=O)c1ccccc1 (stereo not given)	0.0	1.5	-7.2	4.5
N=c1n(CCOc2ccccc2)c2ccccc2n1Cc1ccc(Cl)cc1	-0.1	-0.4	-0.1	1.3
CCOC(=O)c1c(C)n(CCc2ccccc2)c2ccc(OCC)cc12	-0.2	0.7	-3.1	-3.4
CCOC(=O)c1c(NC(=O)C(F)(F)F)sc2c1CCCC2	0.0	-0.2	-4.5	-1.8
Cc1ccccc1N(CC(=O)N(C)Cc1ccccc1)S(=O)(=O)c1ccccc1	0.4	0.5	6.3	9.5
O=C1NC(c2ccccc2)/C(=C(\O)c2ccc(Br)cc2)C1=O (stereo not given)	0.2	-1.3	10.8	-0.4
CCCCC(=O)Nc1nnc(CSCc2ccccc2)s1	-0.1	1.3	-0.5	5.7
CCCCC(=O)NCCc1ccc(S(N)(=O)=O)cc1	0.0	0.1	17.7	-6.8
O=C(Nc1cc(=O)[nH]c(=O)[nH]1)c1cccc(F)c1	0.0	-0.1	5.4	5.7
(more compounds)
SMILES	FBW7 activator	GPR151 activ	MITF primary	TEAD-YAP block
COc1ccc(CCNC(=O)c2ccc3nc(N4CCc5ccccc5C4)sc3c2)cc1	0.0	-0.1	1.0	-15.5
C=CCn1c(SCc2cccc(F)c2)nc2cc(C(=O)N3CCOCC3)ccc2c1=O	0.5	-1.4	-4.0	3.0
CC(=O)Nc1ccc(OC(=O)c2c(F)cccc2F)cc1	0.1	-1.2	3.4	7.7
CCOC(=O)C1=C(C)NC2=C(C(=O)CCC2)C1c1ccc2c(c1)OCO2 (stereo not given)	-0.1&-0.1&-0.1	0.5&1.4&-0.7	5.7&-15.6&-3.4	13.9&-2.9&11.5
CNC(=O)C1CC(=O)N(c2ccc(Br)cc2)C1 (stereo not given)	0.2	1.8	4.2	7.6
O=C(N1CCC(n2cnc3cccnc32)CC1)C1(c2ccc(Cl)cc2)CCC1	0.0	0.9	-3.2	-2.5
Cc1oc(C(O)C(O)C(O)CO)cc1C(=O)OCc1ccc(C#N)cc1 (stereo not given)	0.1	0.9	9.0	4.2
O=C(CNCc1ccccc1)NC(c1ccccc1)c1ccccc1	-0.1	-0.1	22.5	-4.5
COc1ccc(C=C2C(=O)OC3(CCCCC3)OC2=O)cc1O	0.1	2.3	2.4	-1.4
CC(C)(C)Nc1nc(Nc2ccc(OC(F)(F)F)cc2)nc(N2CCOCC2)n1	0.1	0.1	5.5	-8.2
Cc1cccc(Nc2ncnc3c2c(-c2ccccc2)cn3-c2ccc(Br)cc2)c1	-0.1	-1.5	-11.2	-7.3
Cc1c(C)n(CCC(=O)N2CCC3(CC2)NC(=O)c2ccccc2N3)c2ccccc12	0.0	0.6	-0.7	-18.3
Cc1cccc2sc(NNC(=O)c3c(F)cccc3F)nc12	-0.3	-1.1	-5.0	7.8
Cc1nn(CC(=O)NCCc2ccccc2)c(=O)c2ccccc12	-0.3	0.1	4.0	-3.4
COc1cc(C2C(C(C)=O)=C(c3ccccc3)N=C3SCC(=O)N32)ccc1O (stereo not given)	-0.2	-0.4	-12.5	7.1
O=C(Nc1ccccc1[N+](=O)[O-])c1cc(-c2ccccc2)nc2c(Cl)cccc12	0.0	1.7	10.7	-5.2
CCCCOC(=O)c1ccc(NC(=O)CSCc2n[nH]c(=O)[nH]2)cc1	-0.1	0.8	-3.2	-1.7
COc1cn(CC(=O)N2CCc3ccccc32)c(CSc2nc(C)cc(C)n2)cc1=O	-0.1	-1.5	28.1	-1.5
COc1ccc(NC(=O)c2ccc(C)c3ccccc23)cc1	0.1	-0.7	-3.8	24.2
COc1ccc(S(=O)(=O)Nc2cccc(Cl)c2)cc1Cl	0.1	-0.1	-1.6	3.0
COc1ccc(CCNc2c(-c3cnn(C)c3C)nc3cnccn23)cc1OC	0.1	0.7	3.9	-9.4
Cc1ccsc1C(=O)N1CCCC(CCC(=O)N2CCN(c3ccccn3)CC2)C1 (stereo not given)	0.0	-0.3	-13.9	-4.6
C=CCNC(=O)C(=O)NCc1ccc(Cl)cc1Cl	1.3	-0.6	-4.2	5.5
O=C(Nc1ccc(Cl)cc1Cl)c1nn2cc(Br)cnc2c1Br	-0.1	-0.7	-0.8	-3.4
CCCC1=C(C(=O)OCC)C(c2ccccc2[N+](=O)[O-])C(C#N)=C(N)O1 (stereo not given)	0.0	0.8	7.9	5.9
Next part.
SMILES	FBW7 activator	GPR151 activ	MITF primary	TEAD-YAP block
Nc1cccc(Oc2ccc3c(c2)C(=O)N(CC2CCCO2)C3=O)c1 (stereo not given)	0.2	0.9	16.0	-42.8
CC12C=CC(CO)(O1)C1C(=O)N(c3cc(C(F)(F)F)ccc3Cl)C(=O)C12 (stereo not given)	0.1	-0.3	10.0	3.9
COc1cc(Cl)c(C)cc1NC(=S)N(CCN1CCCCCC1)Cc1ccco1	-0.5	3.8	-0.6	-1.4
NC(=O)NCC(=O)NCC(c1ccccc1Cl)c1c[nH]c2ccccc12 (stereo not given)	-0.2	1.6	4.0	2.6
NC(=O)c1ccccc1N=Cc1ccc(Br)cc1	0.1	0.2	-1.0	28.7
O=C(Oc1cc(O)cc2c1C[C@@H](OC(=O)c1cc(O)c(O)c(O)c1)[C@@H](c1cc(O)c(O)c(O)c1)O2)c1cc(O)c(O)c(O)c1	0.1	-1.0	62.3*	-1.7
COc1cccc(OC)c1CN1CCc2nnc(CNC(=O)c3cccc(F)c3)n2CC1	0.0	-0.2	5.4	6.9
Cn1cnnc1SCC(=O)Nc1ccc(F)c(Cl)c1	-0.2	-1.2	-6.2	-7.8
Cc1nn(C)c(C)c1-c1cccc(C(=O)NCc2cccnc2)c1	-0.1	0.6	3.6	-8.9
COc1ccc(CNc2ccc3cn[nH]c3c2)cc1Br	0.2	1.2	15.1	1.9
COc1ccc(S(=O)(=O)n2nc(OC(=O)c3cc(OC)c(OC)c(OC)c3)cc2N)cc1	0.0	-2.5	1.3	2.0
CC(=O)c1cccc(NC(=O)N2CCC(n3nnc4cc(F)ccc43)CC2)c1	0.0	-0.8	7.0	-0.2
Cc1ccc2[nH]c(=O)c(CN3CCCCC3)c(-c3ccccc3)c2c1	0.3	0.2	3.5	4.1
Cc1ccnc(NC(=O)CN(C)S(=O)(=O)c2cc(Cl)ccc2Cl)c1	0.0	-0.3	-18.2	-18.7
CCC(C)(C)c1ccc(OCCCC(=O)Nc2ccc(Cl)c(NC(=O)c3ccc([N+](=O)[O-])cc3)c2)c(C(C)(C)CC)c1	0.1	1.3	6.2	3.6
CC(C)N(CCNc1ncnc2nc(NCc3cccnc3)[nH]c12)C(C)C	-0.1	0.2	22.1	6.8
N#Cc1ccc(N2CCOCC2)c([N+](=O)[O-])c1	-0.1	0.7	-8.0	-9.0
CC1=NNC(=O)C1CCC(=O)N/N=C(\C)c1ccccc1 (stereo not given)	-0.1	0.6	-7.3	-4.3
COc1cccc(CN(C)CC(=O)N(C)c2c(N)n(Cc3ccccc3)c(=O)[nH]c2=O)c1	0.1	-2.3	9.2	-3.9
O=C(CSc1ccc2ccccc2c1)N1CCCC1	0.1	0.6	-4.3	-70.5
CC1=C(C(=O)Nc2ccccc2)C(c2cccs2)C(C#N)=C(SCC(=O)Nc2nccs2)N1 (stereo not given)	0.3	-0.7	8.9	1.3
COc1cccc(CN(C)C(=O)c2ccc(-n3cc(NC(=O)C4CCOC4)cn3)cc2)c1 (stereo not given)	1.2	-1.1	9.5	-6.0
CCOC(=O)/C(C#N)=C/c1ccc(N2CCCCC2)cc1	1.9*	-1.4	-28.5	-68.4
Nc1nonc1C(=O)NCCNCc1ccccc1F	0.1	1.3	5.4	1.0
CCn1c(C(=O)N2CCC(C(=O)NCc3ccccc3Cl)CC2)cc2occc21	-0.1	-1.1	13.2	-17.4

Some of these compounds in order of count of non-hydrogen atoms, lowest first.
SMILES	FBW7 activator	GPR151 activ	MITF primary	TEAD-YAP block
N#Cc1ccc(N2CCOCC2)c([N+](=O)[O-])c1	-0.1	0.7	-8.0	-9.0
NC(=O)c1ccccc1N=Cc1ccc(Br)cc1	0.1	0.2	-1.0	28.7
Cn1cnnc1SCC(=O)Nc1ccc(F)c(Cl)c1	-0.2	-1.2	-6.2	-7.8
COc1ccc(CNc2ccc3cn[nH]c3c2)cc1Br	0.2	1.2	15.1	1.9
CCOC(=O)/C(C#N)=C/c1ccc(N2CCCCC2)cc1	1.9*	-1.4	-28.5	-68.4
Cc1nn(C)c(C)c1-c1cccc(C(=O)NCc2cccnc2)c1	-0.1	0.6	3.6	-8.9
NC(=O)NCC(=O)NCC(c1ccccc1Cl)c1c[nH]c2ccccc12 (stereo not given)	-0.2	1.6	4.0	2.6
CC(C)N(CCNc1ncnc2nc(NCc3cccnc3)[nH]c12)C(C)C	-0.1	0.2	22.1	6.8
CC(=O)c1cccc(NC(=O)N2CCC(n3nnc4cc(F)ccc43)CC2)c1	0.0	-0.8	7.0	-0.2
CCn1c(C(=O)N2CCC(C(=O)NCc3ccccc3Cl)CC2)cc2occc21	-0.1	-1.1	13.2	-17.4
COc1ccc(S(=O)(=O)n2nc(OC(=O)c3cc(OC)c(OC)c(OC)c3)cc2N)cc1	0.0	-2.5	1.3	2.0
CC1=C(C(=O)Nc2ccccc2)C(c2cccs2)C(C#N)=C(SCC(=O)Nc2nccs2)N1 (stereo not given)	0.3	-0.7	8.9	1.3
O=C(Oc1cc(O)cc2c1C[C@@H](OC(=O)c1cc(O)c(O)c(O)c1)[C@@H](c1cc(O)c(O)c(O)c1)O2)c1cc(O)c(O)c(O)c1	0.1	-1.0	62.3*	-1.7

The results go on.
SMILES	FBW7 activator	GPR151 activ	MITF primary	TEAD-YAP block
Cc1nc(Nc2ccccc2F)c2c(C)c(C)sc2n1	0.0	1.7	1.1	-3.1
O=C(Nc1ccnn1C1CCN(C(=O)c2noc3c2CCCC3)CC1)C1CC1	0.4	-1.1	9.3	2.7
O=[N+]([O-])c1ccc(NC(=S)NCc2ccc(F)cc2)cc1	0.1	1.7	13.2	15.3
COc1cc(C)c(N(C(C)=O)c2ccccc2)c(C)c1	-0.1	4.3	3.9	-3.3
O=C(COC(=O)c1ccco1)NCc1ccc(F)cc1	-0.2	1.0	-3.1	1.5
COc1cccc(C(=O)Nc2ccc(-c3nn4c(C)nnc4s3)cc2)c1	0.1	0.4	-2.1	7.1
COc1ccc(-n2c3c(cc(C(=O)Nc4cccc(C)n4)c2=O)C(=O)CC(C)(C)C3)cc1	0.4	1.5	-7.0	0.6
COc1cc(OC)cc(C(=O)OCC(=O)C23CC4CC(CC(C4)C2)C3)c1	-0.1	-0.9	-2.0	4.1
COc1ccccc1/C=N/NC(=O)c1cnccn1	0.1	0.1	6.5	-26.1
Nc1cccc(-c2nc(N)c3ncn(-c4ccsc4)c3n2)c1	0.2	0.4	3.4	54.3*
Cc1cccc(C)c1NC(=O)C1(N(Cc2ccccc2)C(=O)c2ccn[nH]2)CCCCC1	0.4	1.1	14.5	1.4
Cc1cccc(-c2ocnc2C(=O)Nc2cccc3ncccc23)c1	0.1	0.0	10.6	3.0
Cc1cc2nc(-c3ccc(NC(=O)c4cccc([N+](=O)[O-])c4C)cc3)oc2cc1C	0.0	-1.0	10.7	-2.3
CCC(C(=O)Nc1ccccn1)c1ccccc1 (stereo not given)	-0.1	4.6	-2.5	-7.6
CNc1nc2c(c(=O)[nH]c(=O)n2C)n1CCCCCn1c(NC)nc2c1c(=O)[nH]c(=O)n2C	0.0	0.9	2.6	4.2
CCn1nc(C)c(CN2CCN(C)C(CCO)C2)c1C (stereo not given)	-0.1	0.2	19.3	-9.6
CCOC(=O)C1(C(F)(F)F)N=C(N2CCOCC2)Oc2c1c(C)nn2-c1ccccc1 (stereo not given)	0.2	0.2	11.2	0.7
C=CC[N+](C)(C)CCCNC(=O)c1c(O)c2c([nH]c1=O)CCCC2	-0.1	0.4	5.0	9.1
O=C(Nc1cccc(S(=O)(=O)NCc2ccco2)c1)c1ccc([N+](=O)[O-])cc1[N+](=O)[O-]	-0.2	2.7	20.4	11.2
